Screening data deposited in PubChem by several laboratories.
RSV antiviral HEp-2: RSV antiviral activity via CPE protection, HEp-2 cells, primary 10 µM value included (AID 2391) | HEp-2 cells, RSV-induced CPE inhibition; higher % means a stronger effect | 0.13% of 310,000 active | CPE inhibition, % at 10 µM; hits with a dose series show IC50 in µM; in the data active means a potency from the dose series; inconclusive means CPE inhibition mostly from about 23% at the one dose, without a potency; inactive means the rest, 99 in 100 with CPE inhibition below about 21%; further: strong numbers were not always called active
NTR1 agonist: NTR1-driven beta-arrestin-GFP spot formation – imaging, U2OS cells, high content, primary screen (AID 493036) | agonist mode | activation, % at 20 µM | 0.17% of 330,000 active;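 active means activation at or above 40% of the spot to cytoplasm intensity ratio, with at least 20 cells analyzed; inconclusive means wells under 20 cells, flagged as cytotoxic or low count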;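 further: 0% = DMSO without peptide and 100% = 100 nM NTR1 peptide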
Target sequence (P30989 whole entry, looked up): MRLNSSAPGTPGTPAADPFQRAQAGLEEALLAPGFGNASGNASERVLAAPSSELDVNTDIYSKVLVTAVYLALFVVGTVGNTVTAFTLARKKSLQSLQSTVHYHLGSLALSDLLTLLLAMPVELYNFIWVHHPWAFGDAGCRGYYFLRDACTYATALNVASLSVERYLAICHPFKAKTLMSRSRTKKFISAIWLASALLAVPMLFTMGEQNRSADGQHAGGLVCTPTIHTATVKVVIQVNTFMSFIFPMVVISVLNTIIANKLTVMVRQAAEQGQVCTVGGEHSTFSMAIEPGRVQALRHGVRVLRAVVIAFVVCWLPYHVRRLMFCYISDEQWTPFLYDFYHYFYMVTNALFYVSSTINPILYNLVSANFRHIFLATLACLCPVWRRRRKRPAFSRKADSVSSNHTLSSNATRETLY
SV40 large T antigen: TAg ATPase/helicase activity blockers – biochemical (AID 1903). SV40 large T antigen ATPase/helicase inhibition assay; higher % means a stronger effect. inhibition, % at 20 µM, or IC50 in µM where a hit was titrated. 0.39% of 310,000 active; in the data active means a potency from the dose series; inconclusive means inhibition mostly from about 32% at the one dose, without a potency; inactive means the rest, 99 in 100 with inhibition below about 32%; further: strong numbers were not always called active
Siah-1 displacement: Siah-1 peptide-binding antagonists, primary screen, biochemical, fluorescence polarization, rhodamine-plectin, uHTS (AID 1817); 0.02% of 290,000 active; Siah-1 / rhodamine-plectin peptide fluorescence polarization; higher % means a stronger effect; displacement, % at 20 µM; hits with a dose series show IC50 in µM;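 active means displacement of at least 50% at 20 µM, with a fluorescence ratio check between 0.3 and a set limit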;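 further: plate controls were Siah plus tracer with DMSO for no effect and tracer alone without Siah for full effect; strong numbers were not always called active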
Dengue-2 NS5 capping: Dengue-2 NS5 methyltransferase inhibitors, primary screen, biochemical, confirmation dose response (AID 588689); Dengue-2 NS5 methyltransferase capping enzyme assay, biochemical; higher % means a stronger effect; one-dose inhibition, % at 25 µM; IC50 in µM for titrated hits; 0.3% of 340,000 active; in the data active means a potency from the dose series; inconclusive means inhibition above about 29% without an active follow-up result
Rac1 GTP hydrolysis: MgcRacGAP GTPase-activating activity inhibitors, confirmation, biochemical, ADP Hunter fluorescence | inhibition, % at 30 µM; hits with a dose series show IC50 in µM | AID 624330 | MgcRacGAP-stimulated Rac1 GTP hydrolysis, ADP Hunter fluorescence; higher % means a stronger effect; GST-tagged Rac1 F28L mutant substrate | 0.6% of 340,000 active;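 active means first-screen hits whose inhibition reached a set limit at any dose in the follow-up dose series; inconclusive means inhibition above the set first-screen limit but never retested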;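 further: fluorescence reports GDP produced by GAP-driven GTP hydrolysis; strong numbers were not always called active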
UTI89 phage lysis: protection from phage-mediated lysis, alamar blue read-out – E. coli UTI89, K1F phage, bacterial capsule biogenesis inhibitors (AID 488966); E. coli UTI89 K1F phage lysis, alamar blue, 2 h; higher % means a stronger effect; inhibition, % at 100 µM; hits with a dose series show IC50 in µM; 0.02% of 340,000 active;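 active means phage lysis inhibition, versus mean bacterial control, above a set limit; inconclusive means no clear call, values can overlap the other calls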;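 further: capsule biogenesis inhibitors block K1F phage lysis so surviving cells raise fluorescence; higher fluorescence means more inhibition of phage lysis; actives were called in the ten point dose series up to 300 µM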
AID2073: inhibitors of Mint1-CaV2.2 protein interaction, biochemical, HTRF (AID 2073). 0.19% of 290,000 active. HTRF protein-protein interaction, Mint1-CaV2.2; higher % means a stronger effect. inhibition, % at 20 µM; hits with a dose series show IC50 in µM; in the data active means inhibition mostly above about 51%, no sharp cut-off; inconclusive means no clear call, values can overlap the other calls; inactive means mostly below about 53%; further: some results filed as inactive read as strong as hits
West Nile antiviral: inhibition of WNV-induced cytopathic effect – cell-based, CPE readout (AID 1621). 0.02% of 290,000 active. West Nile virus-infected cells, CPE inhibition; higher % means a stronger effect. CPE inhibition, % at 10 µM; hits with a dose series show IC50 in µM; in the data active means a potency from the dose series; inconclusive means CPE inhibition mostly from about 3.7% at the one dose, without a potency; inactive means the rest, 99 in 100 with CPE inhibition below about 2.2%; further: strong numbers were not always called active
NTR1 agonist cell count 20 µM: recorded beside NTR1 agonist, whose call it bears; cell count; measured here: cell count, cytotoxicity flag
Starred values were filed as active, the others as inactive; ? = inconclusive; . = no result given; & = joins results of further samples; [ ] = another dose, or the depositor's remark. Not a hit list; overall some 1.6% were active at least once.

Values in the order: NTR1 agonist	AID2073	Dengue-2 NS5 capping	Siah-1 displacement	Rac1 GTP hydrolysis	UTI89 phage lysis	West Nile antiviral	SV40 large T antigen	RSV antiviral HEp-2	NTR1 agonist cell count 20 µM
O=C(c1ccc([N+](=O)[O-])cc1[N+](=O)[O-])N1CCN(C(=O)C2CCCO2)CC1 (stereo not drawn)
→ -1.7	.	-5%	.	1%	0.3%	.	.	0.5%	82
COc1ccccc1OC(=O)CN1C(=O)c2ccccc2C1=O
→ 0.0	-1%	-3%	2%	3%	7.8%	0.4%	18%	1.6%	49
COCCNc1nc(SCc2ccccc2)nc2sc3c(c12)CCC3
→ 5.6	-22%	-4%	4%	4%	0.1%	2.9%	6%	13%	156
Cc1cccc2c1OCC/C2=N\NC(=O)COc1ccccc1Cl
→ 26	0%	-3%	1%	-5%	-2.5%	0.0%	-1%	2.4%	48
CCOC(=O)C1=C(CS(=O)(=O)c2ccccc2)NC(=O)NC1c1ccc(OC)c(OC)c1 (stereo not drawn)
→ -0.8	2%	-13%	-3%	4%	-1.1%[50 µM]	0.0%	5%	0.9%	58
COc1ccc(CCNC(=O)CCC2COc3ccccc3O2)cc1OC (stereo not drawn)
→ 2.0	-4%	-1%	0%	6%	1.2%	1.5%	-3%	1.0%	95
CC1CC(=O)N(CC(=O)NCc2ccccc2)c2ccccc2S1(=O)=O (stereo not drawn)
→ 0.3	8%	-6%	7%	6%	0.7%	0.3%	13%	1.8%	60
Cc1cc(-c2ccccc2)nc(N2CCC(C(=O)NCc3ccccc3Cl)CC2)n1
→ .	11%	.	5%	.	.	0.3%	10%	.	.
Cc1ccc(/C=N/n2c(C3CCCCC3)n[nH]c2=S)cc1
→ 8.2	-34%	-10%	-2%	.	1.1%[50 µM]	-0.9%	4%	1.6%	67
CNc1nc2c(N)ncnc2n1[C@H]1O[C@@H](CO)[C@H](O)[C@@H]1O
→ 4.0	4%	-7%	-2%	.	0.3%	?	1%	0.9%	90
Cc1ccc(S(=O)(=O)N(C)CC(=O)OCC(=O)N2CC(=O)Nc3ccccc32)cc1
→ 3.7	-5%	-4%	11%	-1%	-0.6%	-0.1%	4%	1.1%	52
CC(NC1c2ccccc2-c2ccccc21)c1ccccc1 (stereo not drawn)
→ 6.1	-5%	-9%	-2%	-2%	-0.3%	-1.0%	6%	3.6%	47
COc1ccc(OCC2c3cc(OC)c(OC)cc3CCN2C(=O)C(C)C)cc1 (stereo not drawn)
→ .	-12%	-4%	0%	2%	0.0%	-0.7%	8%	.	.
C/C(=N\O)C1CCCCC1
→ 1.0	-6%	.	4%	.	.	0.1%	8%	0.4%	76
Cc1ccc(CS(=O)Cc2ccc(C(=O)N3CCN(c4ccccc4)CC3)o2)cc1 (stereo not drawn)
→ -0.1	-3%	-4%	1%	12%	-0.2%	-0.1%	9%	19%	66
COc1ccc(/C=C/C(=O)N2CCN(c3ccccn3)CC2)cc1
→ 0.2	-7%	-4%	-3%	8%	-0.1%	-0.7%	3%	3.9%	53
CC(C)(C)c1ccc(NC(=O)CON=C(N)c2ccccc2)cc1
→ 5.7	.	-3%	.	3%	0.5%[50 µM]	.	.	.	60
O=C(CNc1cccc2ccccc12)c1ccc([N+](=O)[O-])cc1
→ 0.0	-6%	3%	17%	14%	2.3%	0.1%	17%	8.5%	47
COc1ccc(CNC(=O)COC(=O)c2c(NC(C)=O)sc(C)c2C)cc1
→ 1.0	.	-8%	.	8%	-0.2%[50 µM]	.	.	0.6%	70
Nc1cc(-c2ccco2)no1
→ -0.8	.	-6%	.	11%	-0.3%	0.2%	3%	0.6%	91
Cn1c(N2CCOCC2)cc(=O)n(C)c1=O
→ 1.0	-7%	-3%	-1%	6%	0.5%	0.8%	16%	0.7%	44
O=C(OCC#CCSc1nnc(-c2cccc3ccccc23)o1)c1cccc2[nH]ccc12
→ 4.2	.	-1%	.	10%	1.3%	.	.	.	56
C[C@H](NC(=O)NCCc1ccccc1)C(=O)O
→ 1.8	2%	-1%	-1%	8%	0.3%	0.7%	10%	3.8%	43
Cc1cc(Br)cc(C)c1OCCCCN(C)C
→ -1.4	-2%	-4%	2%	18%	7.8%	-0.2%	-2%	-3.9%	68
COc1ccc(-c2nc3n(n2)C(c2cccnc2)C(C(N)=O)=C(C)N3)cc1 (stereo not drawn)
→ -0.2	.	-6%	.	8%	-0.2%	0.5%	4%	1.2%	80
COc1ccc(CCNS(=O)(=O)c2ccc(N3CCCC3=O)cc2)cc1
→ 0.8	.	-1%	.	8%	0.1%	-0.7%	24%	7.0%	75
O=C(NCc1cccnc1)c1cc(S(=O)(=O)N2CCCC2)c(Cl)cc1Cl
→ -1.2	3%	-4%	-1%	6%	0.4%	0.3%	.	.	33
Cn1c(N)c(Sc2ccc([N+](=O)[O-])cc2)c(=O)n(C)c1=O
→ -0.3	-8%	-4%	-2%	8%	-0.9%	-0.4%	8%	1.0%	46
Cn1c(=O)c2c(nc(CN3CCC(C(N)=O)CC3)n2Cc2c(F)cccc2Cl)n(C)c1=O
→ -0.5	-9%	-4%	-1%	4%	1.6%	0.1%	13%	2.5%	74
Cc1ccc(S(=O)(=O)N2CCN(C(=O)CCCOc3ccc(Cl)cc3C)CC2)cc1
→ 2.5	.	6%	.	-4%	-0.4%[50 µM]	.	11%	?	64
CCCCc1cc(=O)oc2cc(C)cc(OC(C)C(=O)NCc3ccccn3)c12 (stereo not drawn)
→ -2.0	13%	-8%	6%	8%	0.2%	-0.7%	11%	5.0%	46
Cc1cccc(NC(=O)CNC(=O)CN2CCN(C)CC2)c1C
→ 0.0	.	-6%	.	3%	0.7%[50 µM]	.	.	-0.4%	42
O=C(Cn1cnc([N+](=O)[O-])c1)Nc1cc(Oc2ccc(Cl)cc2Cl)cc([N+](=O)[O-])c1
→ 7.4	6%	-7%	1%	1%	-1.3%	-0.3%	3%	-4.4%	37
CN(C(=O)COC(=O)CNC(=O)c1sc2ccccc2c1Cl)c1ccccc1
→ -0.2	9%	-4%	3%	8%	2.5%[50 µM]	0.3%	0%	-0.1%	40
CCOC(=O)N1CCN(C(=O)CSCC(=O)Nc2nc(-c3ccc(Cl)s3)cs2)CC1
→ 0.1	6%	0%	6%	4%	7.6%	-0.2%	11%	0.4%	62
O=C(CSC1=NCCS1)N1CCN(c2ccc(Cl)cc2)CC1
→ -0.2	-11%	-6%	2%	5%	1.8%	0.1%	6%	9.5%	96
C=CCC[C@H](Cc1ccc(F)cc1)C(=O)OC[C@@H](Cc1c[nH]c2ccccc12)NC(=O)[C@@H](CC=C)CC(=O)N(CCO)Cc1ccccc1
→ 6.3	.	5%	.	4%	0.7%	.	.	.	58
CCOC(=O)c1ccc(NC(=O)C2CCCO2)cc1 (stereo not drawn)
→ -1.1	-1%	-6%	2%	0%	-0.5%	0.4%	12%	1.9%	86
CCCS(=O)(=O)N1CCCC(C(=O)NCCc2cccc(C)c2)C1 (stereo not drawn)
→ 2.1	-6%	-3%	-3%	8%	0.2%	-0.7%	23%	1.9%	77
CCCCN1CNC(=S)N(c2ccc(C(=O)OCC)cc2)C1
→ 1.0	6%	0%	3%	4%	2.8%[50 µM]	-0.7%	14%	-1.0%	48
Cn1c(N)c(C(=O)COC(=O)COc2ccccc2C#N)c(=O)n(C)c1=O
→ 1.8	2%	2%	-1%	5%	-0.3%	0.0%	5%	-0.1%	37
COC(CNC(=O)C(=O)NCC1CCCN1S(=O)(=O)c1cccs1)OC (stereo not drawn)
→ 1.3	.	-9%	.	-6%	0.2%[50 µM]	.	8%	-1.3%	42
O=C(CSc1nnc(-c2ccccc2)c2ccccc12)NCCN1C(=O)CSC1=O
→ 2.7	.	-1%	.	5%	0.5%[50 µM]	.	.	0.5%	47
O=C(N/N=C/c1cccc([N+](=O)[O-])c1)c1cc[n+](CCO)cc1
→ -0.6	2%	0%	-5%	6%	6.2%	0.0%	6%	0.8%	47
CCc1ccc(CCC(=O)Nc2ccc(C(=O)O)cc2)o1
→ 0.0	3%	2%	11%	11%	0.4%	-0.2%	6%	0.3%	66
COC(=O)C[C@H]1c2ccccc2S(=O)(=O)N1C(C)C
→ 6.5	.	3%	.	17%	1.3%	0.8%	-1%	0.0%	84
CC(=O)CSc1nnc(CN2C(=O)CSc3ccc(C(F)(F)F)cc32)n1C
→ -0.4	-1%	4%	12%	-13%	-0.6%	-0.2%	8%	3.3%	45
Cc1c(-c2ccc(OCc3ccccc3)cc2)nc2ccccc2c1C(=O)O
→ 0.2	13%	-1%	3%	4%	-0.9%[50 µM]	-1.1%	9%	25µM*	34
COc1ccccc1/C=C/C=N/NC(=O)CCn1cnc2ccccc21
→ 2.0	-6%	-3%	-5%	8%	0.8%	0.2%	10%	.	62
O=C(N/N=C/c1cc(Br)ccc1O)c1ccccc1Cl
→ 5.9	15%	-1%	3%	10%	0.1%	-1.1%	-3%	9.8%	72
CCOc1ccccc1-c1nc2c(s1)CCc1onc(-c3ccc(OC)cc3)c1-2
→ 5.8	.	-2%	.	1%	0.6%	0.2%	18%	1.9%	108
CCN(C(=O)COC(=O)CC(C)c1ccccc1)c1c(N)n(Cc2ccccc2)c(=O)[nH]c1=O (stereo not drawn)
→ 2.7	.	-11%	.	1%	0.5%[50 µM]	.	.	0.3%	49
CCN(CC)CCCN(C(=O)c1ccc(OC)cc1)c1nc(-c2ccc(OC)cc2)cs1
→ 1.5	19%	.	-5%	13%	1.3%	0.7%	2%	-1.3%	73
O=C(c1ccc(F)cc1)C1CCN(CCn2c(=S)[nH]c3ccccc3c2=O)CC1
→ 0.4	-16%	.	-5%	.	.	-0.4%	1%&2%	-2.2%	39
O=c1[nH]c2cc(Cl)ccc2n1-c1ccccc1
→ -1.4	5%	-8%	2%	6%	-0.5%	-0.1%	5%	1.8%	29
CCN(CC(=O)Nc1ccccc1C(F)(F)F)C(=O)CCOc1ccc(C)cc1
→ 0.4	.	-4%	.	11%	1.2%[50 µM]	.	13%	6.4%	56
COc1nc(N2CCCCCC2)nc(N2CCCCCC2)n1
→ 12	4%	3%	1%	5%	0.3%	-0.2%	5%	3.3%	43
Cc1cccc(NC(=O)NC(C)C(c2ccccc2)N2CCN(C)CC2)c1 (stereo not drawn)
→ -0.7	-5%	4%	-1%	13%	-0.1%	0.4%	0%	-2.3%	49
O=[N+]([O-])c1cccc(Oc2cnccn2)c1
→ 1.5	9%	-3%	-2%	3%	0.0%	1.4%	1%	0.8%	42
